phage Ecoli inh – growth loss of phage-infected E. coli, primary screen, RecBCD inhibitor project, absorbance, with phage, HTS. inhibition, % at 11.9 µM. 0.26% of 360,000 active; in the data active = inhibition above about 11%
Wnt act – Wnt/beta-catenin pathway activators, primary screen, cell-based, plate reader, single point | AID 743398, 2014 | activation, % at 9.35 µM | Wnt/beta-catenin reporter cell assay, activator | 1.2% of 300,000 active; in the data active = activation above about 30%, passing the limit was not always enough;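 note: 0% = neutral control wells and 100% = positive control wells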
Active calls of the source: *; & = joins results of further samples.

SMILES	phage Ecoli inh	Wnt act
O=C1NC[C@H](CCCCN2C[C@H](Cc3ccccc3)N(CCc3ccccc3)C(=O)C2=O)N(CC2CCCCC2)C1=O	2.0	2
Cc1ccc(C)c(N2CCN(C3C(=O)Nc4ccccc4-n4nnnc43)CC2)c1 (stereo unspecified)	0.2	-2
CC(C)(C)OC(=O)N1CCC[C@@H]1C(=O)N1CCC[C@H]1C(=O)NCc1ccccc1	4.0	-1
Clc1ccc2nc(-c3ccccc3)c(CC3CCCCC3)n2c1	1.2	-1
CCc1ccc(C(O)c2ncc(-c3ccc(Cl)cc3)[nH]2)cc1 (stereo unspecified)	3.0	-1
CC(C)CNC(=O)C1(C)CCCN1C(=O)C(C)(C)Oc1ccc(Cl)cc1 (stereo unspecified)	-1.1	-4
CC(C)C[C@H]1CN([C@@H](Cc2ccc(O)cc2)CN2CCC[C@@H]2CN2C(=S)NC[C@@H]2Cc2ccccc2)C(=S)N1CC1CCCCC1	4.2	-4
CCOC(=O)[C@]12CCC=C1N(CCC1=CCCCC1)C(=O)[C@H](CC(=O)NCCCN1CCCC1=O)C2	0.6	2
O=C(NC1CCCCC1)C(c1ccnc2ccccc12)N1CCOCC1 (stereo unspecified)	0.5	-2
CC1(C)OC(=O)C2=C(C[C@@H](CCOCc3ccccc3)O[C@H]2c2ccc(F)cc2)O1	-0.6	-1
CC1(C(=O)NCc2cccc3ccccc23)CCN1Cc1cccc2c1OCO2 (stereo unspecified)	2.5	-1
COC(=O)[C@]12CCCCC=C1N(Cc1cccc3ccccc13)C(=O)[C@H](CC(=O)N1CCCCC1)C2	2.0	-2
Cc1ccc2oc(=O)c3cc(C(=O)NCCCN4CCC(C)CC4)sc3c2c1	3.4	-5
O=C(Nc1ccc2c(c1)OCCO2)C(c1ccccc1)n1c(=O)c(-c2ccco2)nc2ccccc21 (stereo unspecified)	0.5	2
CCC(CC)C(=O)N(C)c1c(C)nc2c(OCc3ccc(Cl)cc3Cl)cccn12	4.0	-5
CN1CCCCC(NC(=O)c2ccccc2)C1=O (stereo unspecified)	-0.2	2
CC(C)(C)c1ccc(S(=O)(=O)NC(=O)C2(C)CCN2C(=O)Cc2ccc(-c3ccccc3)cc2)cc1 (stereo unspecified)	0.6	0
CCOC(=O)C1=C[C@@H](CC)N(S(=O)(=O)c2ccc(C)cc2)[C@H]1c1ccccc1	2.1	-2
N#CCCCc1cn(-c2nc3ccccc3s2)nn1	1.4	9
CCCCN(C=O)c1c(CC)nc2ccc(C(=O)NCc3ccccc3OC)cn12	0.1	-2

In another format: 5 of the compounds above
Values in the order: phage Ecoli inh	Wnt act
CCOC(=O)[C@]12CCC=C1N(CCC1=CCCCC1)C(=O)[C@H](CC(=O)NCCCN1CCCC1=O)C2
    0.6	2
O=C(NC1CCCCC1)C(c1ccnc2ccccc12)N1CCOCC1 (stereo unspecified)
    0.5	-2
CC1(C)OC(=O)C2=C(C[C@@H](CCOCc3ccccc3)O[C@H]2c2ccc(F)cc2)O1
    -0.6	-1
CC1(C(=O)NCc2cccc3ccccc23)CCN1Cc1cccc2c1OCO2 (stereo unspecified)
    2.5	-1
COC(=O)[C@]12CCCCC=C1N(Cc1cccc3ccccc13)C(=O)[C@H](CC(=O)N1CCCCC1)C2
    2.0	-2

Returning to the listing, repeating the 3 entries before the break.
SMILES	phage Ecoli inh	Wnt act
CCOC(=O)C1=C[C@@H](CC)N(S(=O)(=O)c2ccc(C)cc2)[C@H]1c1ccccc1	2.1	-2
N#CCCCc1cn(-c2nc3ccccc3s2)nn1	1.4	9
CCCCN(C=O)c1c(CC)nc2ccc(C(=O)NCc3ccccc3OC)cn12	0.1	-2
Brc1cccc(-c2nc3ccc(Br)cn3c2Cc2ccccc2)c1	3.7	4
Cc1cc(O)ccc1Nc1cc(-c2cccc(N(C)C)c2)ncn1	2.2	0
CCOC(=O)[C@]12Cc3c(cc(OC)c(OC)c3OC)[C@H]1N(Cc1ccccc1)C(=O)c1cc(F)c(F)cc12	2.0	-1
C[C@H](O)[C@@H]1CN2CCc3c([nH]c4c(-c5ccccc5)cccc34)[C@@H]2C[C@@H]1N(C)C(=S)NCCc1ccccc1	1.3	-7
COc1ccc(C2CC(=O)C(c3ccc(C#N)cc3)=CN2Cc2ccccc2)cc1 (stereo unspecified)	1.4	-1
CC(=O)N1CCC(C(=O)N2c3ccccc3N=C(c3ccc4c(c3)OCO4)C2C(=O)Nc2c(C)cccc2C)CC1 (stereo unspecified)	2.1	9
CC(=O)OC[C@@H]1CN(Cc2ccccc2)C[C@H](n2ccc3c(N)ncnc32)O1	2.2	-1
CCOC(=O)C1(C)CCN1C(=O)c1cc(F)cc(F)c1 (stereo unspecified)	2.2	0
C=CC(=O)NC1CCCCN(CCC)C1=O (stereo unspecified)	2.6	1
CC1(C(=O)NS(=O)(=O)c2ccc3c(c2)CCO3)CCN1C(=O)C1(c2ccc(Cl)cc2)CCC1 (stereo unspecified)	3.0	0
OC(Cc1ccccc1Br)c1ncc(-c2ccc(Cl)cc2)[nH]1 (stereo unspecified)	1.6	-1
OC[C@H]1O[C@@H](c2nc(-c3ccc4c(c3)CCO4)no2)[C@H](O)[C@@H](O)[C@H]1O	2.8	0
Cn1c(NCc2ccccc2)nc2cc(-c3ccccc3)sc2c1=O	0.5	-1
CC(=O)N1CCN(C(C(=O)Nc2c(C)cccc2C)c2ccccc2OC(F)(F)F)CC1 (stereo unspecified)	-0.6	-3
CC(C)C[C@H]1COc2cccc(F)c2S(=O)(=O)N1	-0.7&1.2	0&-2
CC1(C(=O)NS(=O)(=O)c2ccc(C#N)cc2)CCN1C(=O)Cc1ccc(Cl)cc1Cl (stereo unspecified)	2.7	-3
CC1(Cc2ccc(OC(F)(F)F)cc2)C(=O)Nc2c(Cl)ccc(Cl)c21 (stereo unspecified)	2.5	-2
Cc1cccc(C)c1C(O)c1ncc(-c2ccccc2C(F)(F)F)[nH]1 (stereo unspecified)	2.7	-5
O=C1NC[C@@H](CCCCN2CCN(CC3CCCCC3)C(=O)C2=O)N(CC2CCCCC2)C1=O	0.4	0
O=C(Nc1c(-c2ccc3c(c2)OCO3)[nH][nH]c1=O)c1ccccc1	3.0	-1

Quoted at random: three entries already listed, in no set order.
SMILES	phage Ecoli inh	Wnt act
CC(=O)N1CCC(C(=O)N2c3ccccc3N=C(c3ccc4c(c3)OCO4)C2C(=O)Nc2c(C)cccc2C)CC1 (stereo unspecified)	2.1	9
Brc1cccc(-c2nc3ccc(Br)cn3c2Cc2ccccc2)c1	3.7	4
O=C(NC1CCCCC1)C(c1ccnc2ccccc12)N1CCOCC1 (stereo unspecified)	0.5	-2

The list continues.
SMILES	phage Ecoli inh	Wnt act
CC(C)Oc1cc(F)ccc1-c1cc(C(=O)NCCCn2ccnc2)[nH]n1	2.6	-1
Cc1cc2c(cc1C)-n1nnnc1C(N(Cc1ccccc1)Cc1ccccc1)C(=O)N2 (stereo unspecified)	4.3	0
CC(C)C[C@H]1CN([C@@H](CC(C)C)CN2CCC[C@@H]2CN2C(=S)NC[C@@H]2Cc2ccc(O)cc2)C(=S)N1CCc1ccccc1	3.3	-4
CCCNC(=O)C1(C)CCN(C(=O)c2c(Cl)cccc2Cl)C1 (stereo unspecified)	0.9	-1
CC1(C(=O)Nc2cccc(OC(F)(F)F)c2)Cc2c(-c3cccc(C(F)(F)F)c3)ccnc2O1 (stereo unspecified)	4.1	0
COc1cc(F)ccc1-c1cc(C(=O)Nc2ccc(NC(C)=O)cc2)[nH]n1	0.8	1
CC(=O)Oc1ccccc1Cn1c(C)c(C(=O)NCCC#N)sc1=O	2.3	1
CCOC(=O)N[C@H](C(=O)N1CCC[C@H]1C(=O)NC1CCCC1)C1CCCCC1	2.6	-2
COc1ccc(-c2cc(C(=O)Nc3cc(OC)c(OC)c(OC)c3)[nH]n2)c(C)c1	1.6	1
CCOC(=O)[C@]12CCC=C1N(Cc1ccc3c(c1)OCO3)C(=O)[C@H](CC(=O)NCCCOC)C2	3.0	0
OC[C@@H]1CN(Cc2ccc(Cl)cc2)C[C@H](n2cnc3c(NCc4ccc(F)cc4)ncnc32)O1	0.8	-2
CC(C)C[C@H]1CNC(=O)C(=O)N1C[C@@H]1CCCN1C[C@H](CC(C)C)N1C[C@H](Cc2ccccc2)N(CCc2ccccc2)C(=O)C1=O	-0.6	-2
Cc1ccc(-c2nc3c4ccccc4ccn3c2Cc2cccc(F)c2)cc1	5.5	-2
COc1ccccc1N1CCN(Cc2cc(=O)oc3cc(C)ccc23)CC1	3.8	-2
O=C1CCCCC(=O)[C@H](OC(=O)c2ccccc2)C[C@H](c2ccccc2)O1	2.1	-1
COc1ccc(CNC(=O)C2Cc3c(-c4ccccc4Oc4ccccc4)ccnc3O2)cc1OC (stereo unspecified)	2.4	0
CN(C)c1cccc(CNC(=O)c2ccc3nc([C@H]4C[C@H](O)[C@@H](CO)O4)[nH]c3c2)c1	-0.8	0
Cc1cccc(C)c1-n1nnnc1C1(C)CCC(=O)N1C1CCN(Cc2ccccc2)CC1 (stereo unspecified)	1.5	-3
CC(C)CN1C(=O)CSCC1(C)C(=O)Nc1ccc2c(c1)OCCO2 (stereo unspecified)	1.4	-1
CCOC(=O)c1c(C)nsc1NC(=O)C1(C)CCN1C(=O)CC (stereo unspecified)	-0.2	-1
Cc1cc2nc(-c3nnnn3C3CCCCC3)c(=O)[nH]c2cc1C	-15	0
O=C(NCC1CC1)c1ccc2sc([C@H]3C[C@H](O)[C@@H](CO)O3)nc2c1	1.6	1
CC(C)CNC(=O)C1(C)CCCN1C(=O)c1ccc2c(c1)CCO2 (stereo unspecified)	0.1	-2
CSc1ccc(Oc2cccc3c2S(=O)(=O)N(C2CC2)C[C@@H](COCc2ccccc2)O3)cc1C	2.6	-2
C[C@H]1[C@H](c2ccccc2)Oc2cc(Br)ccc2S(=O)(=O)N1Cc1cccc(F)c1	2.0	-4
CCCCCc1c(-c2ccccc2F)ncn1CCc1ccccc1OC	-0.6	-3
CC1CCC(NC(=O)C2CCC(CNS(=O)(=O)c3ccc4c(c3)C(C)(C)C(=O)N4C)CC2)CC1 (stereo unspecified)	1.8	11
COC(=O)C1=C(C)N(Cc2ccc(F)cc2)C(=S)NC1c1ccc(F)cc1 (stereo unspecified)	1.9	-7
CC(=O)c1cccc(-c2cnc3c(NC=O)cc(-c4ccccc4Oc4ccccc4)cn23)c1	0.4	-2
CCN(C)C1CN(Cc2cn(Cc3ccccc3)nn2)S(=O)(=O)C1 (stereo unspecified)	1.4	0
CCCS(=O)(=O)NC(=O)C1(C)CCN(C(=O)c2ccc(SC(F)(F)F)cc2)C1 (stereo unspecified)	2.5	-1
COc1ccc(NC(=O)C2(C)Cc3c(-c4ccc(N(C)C)cc4)ccnc3O2)cc1 (stereo unspecified)	-0.8	0
CC(=O)Nc1cc(-c2ccc(C(=O)NC3CC3)cc2)cn2c(-c3cccc(C(C)=O)c3)cnc12	2.0	0
O=C(O)CCC(=O)c1ccc(C2CCCCCC2)cc1	2.0	-3
CC1(C(=O)Nc2ccc3c(c2)OCCO3)CCN1Cc1csc2ccccc12 (stereo unspecified)	2.9	-1
COc1ccc(-c2cnc3c(NC(C)=O)cc(-c4ccc(C(=O)N5CCOCC5)cc4)cn23)cc1OC	-1.2	3
CCCCNC(=O)C1(C)CCN1C(=O)c1cccc2c1OCCO2 (stereo unspecified)	0.7	-4
COc1ccc(C2CC(=O)C(c3cccc(F)c3)=CN2Cc2ccccc2)cc1 (stereo unspecified)	4.4	-2
C=CCNc1nc2cc(-c3ccc(C(=O)N4CCOCC4)cc3)sc2c(=O)n1C	4.2	3
COC(=O)[C@]12CCCCC=C1N(Cc1ccc3c(c1)OCO3)C(=O)[C@H](CC(=O)NCCCN1CCCC1=O)C2	-1.4	-4
COc1ccc(C(=O)N2CCCC2(C)C(=O)NCC(C)C)cc1C(F)(F)F (stereo unspecified)	2.7	0
CC1(C(=O)NS(=O)(=O)c2ccc(Br)cc2)CCN1C(=O)Cc1ccsc1 (stereo unspecified)	-0.4	-6
O=C(O)c1ccccc1/C=N/Nc1ccc(S(=O)(=O)Nc2ccc(Cl)cc2)cc1[N+](=O)[O-]	1.8	-1
Cc1cc2nc(-c3cccc(Cl)c3)c(Cc3cccc(Cl)c3)n2c(C)c1Br	0.0	1
CCOC(=O)C1=C[C@@H](C(C)(C)C)N(S(=O)(=O)c2ccc(C)cc2)[C@H]1c1cccc(Cl)c1	-0.4	-10
CC1(C(=O)NC2CCc3ccccc32)CCN1CCc1ccccc1 (stereo unspecified)	-1.2	-1
CS(=O)(=O)c1ccc(Nc2nc(C(N)c3ccccc3)cs2)cc1 (stereo unspecified)	2.4	-6
Oc1ccc(C[C@H]2CNC(=S)N2C[C@H]2CCCN2C[C@H](Cc2ccccc2)N2C[C@H](Cc3ccc(O)cc3)N(CCc3ccccc3)C2=S)cc1	2.8	-1
CCc1cccc(-n2c(C)cc(O)cc2=O)c1	0.0	-1
Cc1ccc(S(=O)(=O)NC(=O)C2(C)CCN2C(=O)C2CCCCC2)nc1 (stereo unspecified)	1.2	-1
CCc1ccc(C(O)c2ncc(-c3cccc(C(F)(F)F)c3)[nH]2)cc1 (stereo unspecified)	1.8	1
O=c1[nH][nH]c2c1[C@H](c1ccc(Cl)cc1)O[C@H](CCc1ccccc1)C2	0.3	-3
O=C(NCc1cccs1)c1ccc2nc([C@@H]3O[C@H](CO)[C@H](O)[C@H](O)[C@H]3O)[nH]c2c1	3.8	1
CC(C)NC(=O)C1(C)CCCN1C/C=C/c1ccccc1 (stereo unspecified)	1.9	-1
COC(=O)C1=C(C)N(Cc2ccc(C(F)(F)F)cc2)C(=NCc2ccc(C(F)(F)F)cc2)NC1c1ccccc1C(F)(F)F (stereo unspecified)	11	-30
COc1ccc(NC(=O)C(C2CC2)n2c(=O)c(-c3ccccc3)nc3ccccc32)cc1 (stereo unspecified)	2.9	-1
CC(=O)Nc1cc(-c2ccc(N)nc2)cn2c(-c3cccc(C(F)(F)F)c3)cnc12	0.2	-1
COc1ccc(S(=O)(=O)N2C[C@@H](O)COC[C@@H]3O[C@H](CC(=O)NCCCN4CCOCC4)CC[C@H]32)cc1	4.6	-2
C=C1C(=O)[C@]23C[C@H]1CCC2[C@]1(C)C(=O)CC[C@@](C)(C(=O)O)C1C[C@@H]3O (stereo partly specified)	-1.4	-6

Source: PubChem (several laboratories)

A portion of the library; rates above refer to the full screens.
